Screening results deposited in PubChem by several laboratories.
GC-B act = human GC-B receptor activators, primary screen, HEK293 GC-B cells, cGMP TR-FRET, EC30 CNP; Atrial natriuretic peptide receptor 2 (Homo sapiens), P20594; AID 1920062, 2024; activation, % at 10 µM; 0% at EC30 CNP, 100% saturating CNP; 0.11% of 370,000 active;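 active = activation at 10 µM reaching about 35% in either raw or pattern-adjusted values, limit read from the data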
KLK7 zymogen act = proKLK7 zymogen activators, primary screen, biochemical, fluorescence intensity | Kallikrein-7 (Homo sapiens), P49862 | purified proKLK7, EDANS-DABCYL substrate fluorescence; 100% is mature enzyme control, 0% vehicle | activation, % at 7 µM | 0.9% of 370,000 active | AID 652039, 2013;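 active = activation above the mean of all tested compounds plus 3 SD, computed per campaign excluding outliers beyond control limits, cut at about 13% in these data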
Target sequence (P49862 whole entry, looked up): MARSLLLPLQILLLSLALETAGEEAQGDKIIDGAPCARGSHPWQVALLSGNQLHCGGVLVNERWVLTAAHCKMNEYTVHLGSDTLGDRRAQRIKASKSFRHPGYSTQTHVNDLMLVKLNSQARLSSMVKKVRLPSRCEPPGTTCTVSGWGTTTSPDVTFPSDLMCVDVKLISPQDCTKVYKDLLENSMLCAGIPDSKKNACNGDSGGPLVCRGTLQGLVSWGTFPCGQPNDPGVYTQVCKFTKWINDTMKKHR
GAA850 FXN act = FXN promoter activators, primary screen, cell-based, luciferase luminescence, HEK293 lucGAA850 | 0.56% of 360,000 active | AID 540364, 2011 | activation, % at 6 µM | HEK293 lucGAA850 FXN promoter luciferase reporter, 24 h; percent of 10 µM SAHA response;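 active = activation above the average of all compounds screened plus 3 SD, cutoff fixed separately per campaign, cut at about 7.5% in these data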;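 note: 0% = DMSO wells and 100% = 10 µM SAHA wells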
hcDAF12 agonist = H. contortus DAF-12 nuclear receptor activators, primary screen, cell-based, luminescence, HEK293, lit1-tk-luc reporter; AID 652067, 2013; activation, % at 6.8 µM; 1.4% of 370,000 active; HEK293 hcDAF-12 lit1-tk-luc reporter; 0% DMSO, 100% Δ7-dafachronic acid;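 active = activation above the mean of all tested compounds plus 3 SD, cut at about 5.5% in these data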;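 note: 100% = response to 3 µM Δ7-dafachronic acid high control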
NPR1 activator = GC-A stimulated cGMP production enhancers – HEK293 GC-A cells, cGMP TR-FRET, EC30 ANP, primary screen; Atrial natriuretic peptide receptor 1 (Homo sapiens), P16066; 0% at EC30 ANP, 100% saturating ANP; activation, % at 10 µM; 0.14% of 370,000 active; in the data active = activation above about 40%
SMARCA2 activ = SMARCA2 (BRM) function activators, primary screen, cell-based, luminescence, high throughput; AID 652017, 2013; 1% of 370,000 active; MG213 cells, MMTV-luciferase reporter, dexamethasone, overnight; activation, % at 9.1 µM; in the data active = activation above about 7.8%;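 note: 0% = vehicle wells and 100% = reference activator wells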
sPLA2-III inh = human group III sPLA2 inhibitors, primary screen, biochemical, QFRET, BODIPY PC-A2 liposome substrate. Group 3 secretory phospholipase A2 (Homo sapiens), Q9NZ20. QFRET BODIPY PC-A2 liposome hydrolysis, fluorescence. inhibition, % at 12.2 µM. 0.56% of 370,000 active;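 active = inhibition above mean plus 3 SD of compounds lying within the high and low control bounds, cut at about 19% in these data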;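 note: 0% = median of test compound wells and 100% = no enzyme DMSO wells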
Target sequence (Q9NZ20 whole entry, looked up): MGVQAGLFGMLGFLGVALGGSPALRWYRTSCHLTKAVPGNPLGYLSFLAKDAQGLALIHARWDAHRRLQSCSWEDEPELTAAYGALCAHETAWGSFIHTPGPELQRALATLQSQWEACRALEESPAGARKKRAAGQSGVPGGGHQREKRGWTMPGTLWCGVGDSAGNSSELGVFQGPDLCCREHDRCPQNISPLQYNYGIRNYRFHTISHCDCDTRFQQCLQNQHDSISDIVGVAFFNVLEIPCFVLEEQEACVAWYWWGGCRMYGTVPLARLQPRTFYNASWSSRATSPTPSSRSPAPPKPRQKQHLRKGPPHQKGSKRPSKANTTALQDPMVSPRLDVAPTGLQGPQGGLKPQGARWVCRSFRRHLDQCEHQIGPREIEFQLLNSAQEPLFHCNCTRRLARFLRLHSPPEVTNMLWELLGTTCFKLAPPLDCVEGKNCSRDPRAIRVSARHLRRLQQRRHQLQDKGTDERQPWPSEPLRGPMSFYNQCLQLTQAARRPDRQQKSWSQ
DAX1 inh-1 = DAX1 (NR0B1) inhibitors on StAR promoter, primary screen, cell-based, luminescence, SF-1 (NR5A1), full-length DAX-1; inhibition, % at 6.8 µM; HEK293T StAR-luciferase reporter, SF-1/DAX-1 repression relief; 1.1% of 370,000 active; AID 652010, 2013;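 active = inhibition above the mean over all tested compounds plus 3 SD, cut at about 3.6% in these data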;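 note: 0% = DAX-1 cells with DMSO and 100% = cells lacking DAX-1 with DMSO; higher inhibition means more luminescence from relief of DAX-1 repression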
DAX1 inh-2 = DAX1 (NR0B1) inhibitors, primary screen, cell-based, HEK293, Gal4-DAX1, luciferase luminescence; HEK293 Gal4-DAX1 luciferase reporter; inhibition, % at 6.75 µM; 0.99% of 340,000 active; AID 504766, 2011;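 active = inhibition above the mean over all tested compounds plus 3 SD, cut at about 4.2% in these data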;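 note: 0% = DAX1-transfected cells with DMSO and 100% = empty-vector control cells with DMSO; inhibition shows as a rise in luminescence from relieved DAX1 repression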
Target sequence (P51843 207-470 limits assumed): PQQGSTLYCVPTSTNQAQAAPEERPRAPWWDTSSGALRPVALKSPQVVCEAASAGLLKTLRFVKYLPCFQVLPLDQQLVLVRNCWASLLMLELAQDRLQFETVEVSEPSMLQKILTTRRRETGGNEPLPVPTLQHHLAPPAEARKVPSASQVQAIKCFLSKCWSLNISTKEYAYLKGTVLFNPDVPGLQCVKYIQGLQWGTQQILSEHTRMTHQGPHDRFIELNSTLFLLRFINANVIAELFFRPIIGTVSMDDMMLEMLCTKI
ssDAF12 agonist = S. stercoralis DAF-12 nuclear receptor activators, primary screen, cell-based, luminescence, HEK293, GRIP1 co-expression, lit1-tk-luc; Nuclear hormone receptor DAF-12 (Strongyloides stercoralis); HEK293 ssDAF-12/GRIP1 lit1-tk-luc reporter; % of 3 µM dafachronic acid response; activation, % at 6.8 µM; 1% of 370,000 active; AID 652126, 2013;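 active = activation above the mean over all tested compounds plus 3 SD, cut at about 0.9% in these data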;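 note: 0% = DMSO-only wells and 100% = 3 µM delta7-dafachronic acid wells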
hgDAF-12 ag = H. glycines DAF-12 receptor agonists, primary screen, cell-based, luminescence, HEK293, GAL4 fusion, UAS-luciferase | Nuclear hormone receptor DAF-12 (Heterodera glycines), GAL4 fusion | HEK293 GAL4-hgDAF12 UAS-luciferase reporter, agonist luminescence; normalized to butyrate control | activation, % at 6.8 µM | 1.8% of 370,000 active | AID 687014, 2013;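 active = activation above a cutoff set at the mean of all screened compounds plus 3 SD, cut at about 10% in these data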;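 note: 0% = DMSO wells and 100% = sodium butyrate wells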
The depositor's hits bear a star; . = not tested or not shown. Compounds as they come. About 6.7% of those tested had a hit in this group.

SMILES	GC-B act	KLK7 zymogen act	GAA850 FXN act	hcDAF12 agonist	NPR1 activator	SMARCA2 activ	sPLA2-III inh	DAX1 inh-1	DAX1 inh-2	ssDAF12 agonist	hgDAF-12 ag
COc1cc(OC)c(/C=N/n2c(C)nnc2C)c(OC)c1	6	16*	1.1	-2.1	-1	-6	0	0.4	1.2	-0.5	-1.4
Cc1ccc(C)c(CSCC(=O)NCc2cccs2)c1	5	0.4	0.4	0.8	-2	3	-2	1.0	1.4	-1.6	-1.0
Nc1nc(CSc2nnc(-c3cccc(F)c3)n2-c2ccccc2)nc(N2CCOCC2)n1	-13	0.2	0.3	-1.0	-18	0	8	-0.3	-0.6	-1.5	-3.2
Cc1ccc(NC(=O)CN(C)C(=O)c2cc3ccccc3o2)cc1	1	-0.2	-1.0	-0.9	0	-4	1	0.1	-0.3	-1.0	2.8
COCCN(CCOC)C(=O)c1ccc(CSc2nc3ccccc3s2)cc1	3	0.4	2.6	0.1	3	1	0	-4.0	-1.5	-0.5	-1.7
CC(=O)Nc1sc(C)c(C)c1C(=O)OCC(=O)Nc1ccc(S(N)(=O)=O)cc1	-3	-0.2	0.0	-0.9	3	-1	-7	0.1	-0.7	-0.9	-2.5
COC(=O)C1(C(C[N+](=O)[O-])c2ccco2)C(=O)NCC1c1ccccc1 (stereo unspecified)	-4	0.1	1.6	-1.1	-7	-3	8	0.0	.	-0.8	-0.8
O=C(c1cc(-c2ccccc2O)on1)N1CCOCC1	1	-1.0	3.1	-0.1	1	3	3	1.0	2.8	-0.5	8.7
NS(=O)(=O)c1ccc(CCNC(=O)/C=C/c2ccc(S(=O)(=O)N3CCOCC3)cc2)cc1	4	-0.6	0.6	-1.0	0	0	7	1.9	-0.1	-1.4	0.0
CCOc1c(OC(C)=O)ccc(/C=C2\N=C(SCC)SC2=O)c1[N+](=O)[O-]	-4	-0.5	0.1	-1.1	5	1	-1	0.0	-0.1	-1.2	-3.2
C/C(=N\N=C1\NC(=O)C(CC(=O)NCc2ccccc2)S1)C(C)C (stereo unspecified)	3	0.6	-1.3	0.9	0	0	-6	-0.2	0.1	-1.7	-3.3
Cc1c([N+](=O)[O-])cc(S(=O)(=O)Nc2ccc(-c3ccc(N4CCCC4)nn3)cc2)cc1[N+](=O)[O-]	1	0.1	0.9	0.6	-7	0	-11	1.4	1.0	-0.5	0.9
COc1cc(C(=O)Nc2ccc3c(c2)OCO3)ccc1OCc1c(C)noc1C	1	1.4	0.6	-2.1	3	8.4*	-2	-0.7	-0.1	-1.8	0.9
Cc1cc(C(=O)CN2C(=O)C(=O)N(Cc3ccccc3)C2=O)c(C)n1CC1COc2ccccc2O1 (stereo unspecified)	1	-0.5	-0.8	-1.6	-1	-6	-5	-2.0	-2.9	-1.6	1.8
Cc1c(C(=O)O)[nH]c2c1C(=O)CC(c1ccc(C(C)(C)C)cc1)C2 (stereo unspecified)	1	-0.3	-0.9	-0.5	-6	-2	9	0.7	0.6	-0.8	2.8
CCN(C(=O)COC(=O)c1ccccc1SCC(=O)N1CCCC1)C1CCS(=O)(=O)C1 (stereo unspecified)	2	0.1	-0.6	-0.6	0	-1	-5	-1.2	-0.2	-0.8	1.1
CCOCCCn1c(SCC(=O)NCc2ccc3c(c2)OCO3)nc2ccccc2c1=O	4	-0.2	1.2	-1.4	0	1	7	-0.6	0.8	-1.4	-3.4
CC(=O)Nc1ccc(NC(=O)CN(c2cc(Cl)ccc2Cl)S(C)(=O)=O)cc1	0	0.5	4.8	0.0	1	-3	4	-0.8	-1.3	-0.7	-5.0
COC(=O)C(Cc1ccc(O)cc1)NC(=O)CCc1ccco1 (stereo unspecified)	-4	-0.2	3.2	0.8	2	2	1	0.1	0.1	-1.2	1.2
Cc1cc(C)nc(N2CCC(C(=O)NCCc3ccc(Cl)cc3)CC2)n1	-3	0.2	0.4	0.4	1	-4	-4	-1.4	0.2	-1.4	0.2
CN(Cc1nc2ccccc2c(=O)[nH]1)C(=O)C1CC(=O)N(c2cccc3ccccc23)C1 (stereo unspecified)	-1	-0.6	-2.5	-0.2	0	-4	3	2.2	0.8	-1.4	-3.7
COc1ccc(C(CNC(=O)CCNC(=O)c2ccccc2OC)N2CCCC2)cc1 (stereo unspecified)	0	-1.1	1.2	0.2	1	-2	6	0.8	-0.6	-1.2	3.7
CCOP(=O)(OCC)c1cccc(P(=O)(c2ccccc2)c2ccccc2)c1O	3	-1.0	0.6	0.8	3	0	-4	0.2	0.9	-0.7	1.9
O=C1c2ccccc2CC1Sc1nnc(-c2ccccn2)o1 (stereo unspecified)	1	0.5	1.0	6.7*	-2	3	-18	0.5	-0.7	0.5	6.6
COC(=O)c1ccc(NC(=O)C2CCCN2C(=O)OCc2ccccc2)cc1 (stereo unspecified)	2	0.1	-1.1	2.3	0	1	3	-0.1	0.5	-1.5	2.2

The final two entries of the section before come first, to join the parts:
SMILES	GC-B act	KLK7 zymogen act	GAA850 FXN act	hcDAF12 agonist	NPR1 activator	SMARCA2 activ	sPLA2-III inh	DAX1 inh-1	DAX1 inh-2	ssDAF12 agonist	hgDAF-12 ag
O=C1c2ccccc2CC1Sc1nnc(-c2ccccn2)o1 (stereo unspecified)	1	0.5	1.0	6.7*	-2	3	-18	0.5	-0.7	0.5	6.6
COC(=O)c1ccc(NC(=O)C2CCCN2C(=O)OCc2ccccc2)cc1 (stereo unspecified)	2	0.1	-1.1	2.3	0	1	3	-0.1	0.5	-1.5	2.2
CN1OC[C@@H]2CN(S(=O)(=O)c3cc(Cl)cc(Cl)c3)[C@H](c3ccc(-c4ccc(C#N)cc4)cc3)C[C@@H]21	0	0.4	.	-1.4	-5	2	16	0.4	.	-0.7	-1.3
O=C(Cn1cnc2cc([N+](=O)[O-])ccc2c1=O)Nc1ccc(N2CCOCC2)cc1	-3	0.0	3.1	0.2	2	2	-5	-0.7	-0.6	-0.7	-0.1
CC(C)NC(=O)COC(=O)c1ccccc1CSC1=NCCS1	2	-0.3	-0.5	-0.5	-2	8	-2	-0.2	-0.4	-0.6	-0.3
C[C@@H]1CCCCO[C@H](CN(C)C(=O)c2ccccc2)[C@@H](C)CN([C@H](C)CO)C(=O)c2cc(NC(=O)c3ccncc3)ccc2O1	0	1.1	-1.5	0.3	1	-1	-1	0.0	1.4	-0.7	-0.5
CC(OC(=O)c1cc2sccc2n1C)C(=O)NCc1cccs1 (stereo unspecified)	-5	-0.6	-0.8	-2.5	6	-4	2	-1.3	-1.7	-1.7	-5.4
COc1ccccc1-c1nc(COc2ccc(Cl)cc2Cl)no1	-4	0.7	5.3	1.9	0	1	1	1.1	4.6*	-0.3	5.5
CCOC(=O)c1nn(-c2ccc(Cl)cc2)c2nnc(Cc3ccccc3)c(=O)n12	-1	-0.1	0.2	-2.1	-3	12*	0	0.1	1.2	-1.2	1.3
N=c1c(C(=O)NCCc2ccccc2)cc2c(=O)n3ccccc3nc2n1Cc1ccco1	6	-9.1	-2.1	-2.2	21	-1	5	-0.3	-0.8	-1.0	-1.2
Cc1nc(NC(=O)COC(=O)[C@@H](NC(=O)c2ccco2)C(C)C)c(Cl)cc1Cl	3	-0.1	1.6	-1.0	1	-2	11	0.3	0.7	-0.7	-2.3
O=C(NCC1OCCc2ccccc21)c1cc(COc2c(F)cccc2F)on1 (stereo unspecified)	2	2.1	3.8	-0.7	2	0	-9	-0.6	0.6	-1.1	1.9
Cc1cc(C(=O)C(C)Cl)c(C)n1Cc1ccco1 (stereo unspecified)	8	0.3	0.8	-0.6	-6	-2	1	-1.5	0.6	-1.6	-0.9
COc1ccccc1C(=O)C1CCCN(C(=O)c2ccccc2C(C)=O)C1 (stereo unspecified)	3	-0.8	1.0	0.3	1	1	2	2.6	-0.5	-0.8	9.2
COc1ccc(NC(=O)CN2CCC(C(N)=O)(N3CCCCC3)CC2)c(OC)c1	3	-1.1	1.2	-1.6	-2	-4	5	-1.5	-0.2	-1.6	5.8
Cc1ccc(-n2cc(-c3ccccc3)c3c(N4CCOCC4)ncnc32)cc1	-2	0.4	-3.8	-0.9	-3	-4	-5	-2.0	-2.0	-1.8	-9.0
CCCCCCCCCCCCS[C@H]1CS(=O)(=O)C[C@@H]1O	-4	0.5	-2.2	-0.8	1	-3	-7	0.0	3.6	-0.7	0.8
O=C(CCN1CCCCC1)N/N=C/c1ccc(Br)cc1	-2	-0.2	-0.6	-0.8	-1	1	6	-0.9	0.7	-1.0	-0.9
Cc1cccc(/C=C/C(=O)c2cc(Br)ccc(=O)c2O)c1	-9	-1.1	-0.1	-0.7	-4	-3	6	-0.7	-0.7	-1.3	-0.7
CC(=O)c1ccc(N2CCN(C(=O)c3cc(-c4ccncc4)nc4ccc(Cl)cc34)CC2)cc1	-1	0.7	2.9	2.1	-9	-1	-2	-2.0	1.8	0.0	-1.2
O=C(Cn1c(C(F)(F)F)nc2ccccc21)Nc1ccccc1N1CCOCC1	2	0.9	0.5	-0.5	-1	1	-1	1.1	0.1	-1.4	-0.6
CCN(CC)S(=O)(=O)c1ccc(C)c(NC(=O)Cc2ccc(S(=O)(=O)N3CCOCC3)s2)c1	1	-0.5	0.4	-2.5	5	-1	-19	-1.3	0.6	-1.1	1.1
COc1ccc(N=C2SCC(c3ccc(C)cc3)=NN2CCO)cc1	-7	0.8	0.7	-2.4	8	-1	-15	0.4	0.1	-1.9	-0.8
CS(=O)(=O)N(CCc1ccccc1)CC(=O)N1CCc2ccccc2C1	2	-0.8	1.5	-1.5	-4	0	-3	-0.3	-0.4	-0.9	2.4
O=C(Cn1c(=O)c2ccccc2n(CC(=O)N2CCCCC2)c1=O)N1CCCCC1	4	0.0	-0.5	-1.7	0	-2	1	0.7	0.5	-1.5	-1.1
O=S(=O)(NCCSc1ccc(Cl)cc1)c1ccc(F)cc1	-7	0.0	-0.8	-1.9	-1	-4	-24	-0.5	-1.0	-1.0	0.6
COC(=O)c1ccccc1NC(=O)CSc1nc2ccsc2c(=O)n1Cc1ccc(C(=O)O)cc1	3	-0.3	0.4	1.0	3	-4	6	1.6	1.9	-1.6	2.0
